Screening results (PubChem BioAssay)
mec2-1 – NCI yeast anticancer drug screen, S. cerevisiae mec2-1 strain | AID 157 | growth inhibition, % at 50 µM | 79,000 compounds, 9% hits;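 also: 0% = growth of vehicle-only cultures of the same strain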
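Each compound was tested on mec2-1 yeast, a strain altered in DNA damage repair or cell cycle control. Growth inhibition is reported relative to vehicle.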
bub3 – NCI yeast anticancer drug screen, S. cerevisiae bub3 mutant strain | % growth inhibition at 50 µM | 78,000 compounds, 9.9% hits | AID 167;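 also: 0% = growth of vehicle-only cultures of the same strain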
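Mutant yeast screening strain plus compound; vehicle-treated cultures serve as the 0% inhibition reference.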
sgs1 mgt1 – NCI yeast anticancer drug screen, S. cerevisiae sgs1 mgt1 strain. growth inhibition, % at 50 µM. 78,000 compounds, 10% hits;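 also: 0% = growth of vehicle-only cultures of the same strain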
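Read-out: growth inhibition vs vehicle controls. Cells: mutant yeast strain deficient in DNA damage repair.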
yeast cln2 rad14 – NCI yeast anticancer drug screen, S. cerevisiae cln2 rad14 strain. growth inhibition, % at 50 µM. 78,000 compounds, 8.3% hits;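 also: 0% = growth of vehicle-only cultures of the same strain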
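Readout is yeast growth inhibition versus vehicle-treated controls, using a strain with cln2 and rad14 alterations exposed to compound.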
yeast rad50 – NCI yeast anticancer drug screen, S. cerevisiae rad50 strain. 79,000 compounds, 10% hits. % growth inhibition at 50 µM. AID 155;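 also: 0% = growth of vehicle-only cultures of the same strain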
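Relative growth inhibition (compound vs vehicle) was measured in yeast with a defined repair-gene alteration.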
mlh1 rad18 – NCI yeast anticancer drug screen, S. cerevisiae mlh1 rad18 strain; growth inhibition, % at 50 µM; 79,000 compounds, 11% hits;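 also: 0% = growth of vehicle-only cultures of the same strain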
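Steps: expose repair-defective yeast to compound; measure growth; express inhibition against vehicle-treated controls.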
Active calls of the source: *; nt = not tested or not shown. Rule as the data show it: active = growth inhibition above about 70%; inactive = the rest. No enrichment for hits; any-hit rate near 14%.

SMILES	mec2-1	bub3	sgs1 mgt1	yeast cln2 rad14	yeast rad50	mlh1 rad18
O=C(OCC(OC(=O)c1ccccc1)C(OC(=O)c1ccccc1)C(OC(=O)c1ccccc1)c1nn[nH]n1)c1ccccc1 (centres undefined)	88.4*	85.2*	59.4	86.9*	73.0*	80.5*
COc1ccc2c(C)cc(N/N=C(\C)c3cn(C)n(-c4ccccc4)c3=O)nc2c1	-7.1	-1.8	-6.0	13.2	-2.2	1.6
Cc1c(N(C)C)c(=O)n(-c2ccccc2)n1C	-1.1	-6.6	-8.5	-0.9	15.2	14.4
c1ccc2c(c1)cnc1c3ccccc3ccc21	-7.8	6.8	-8.6	-21.9	10.1	-0.5
CCCCCCCCCCCCCCCCCCNC(=O)Nc1cccc(NC(C)=O)c1	-4.4	-5.2	-11.1	-13.2	1.0	5.1
CCOC(=O)CC(=O)/C=C/c1ccncc1	-8.4	-9.3	-5.2	68.7	-19.2	0.7
CC(=O)NCC(=O)c1ccccc1	-2.4	-6.3	3.8	-7.1	12.5	9.5
COC1OC(CN=[N+]=[N-])C(OC(=O)c2ccccc2)C(OC(C)=O)C1OC(C)=O (centres undefined)	9.8	80.0*	18.1	0.0	7.3	18.2
Cc1cc(Cl)ccc1NC(=O)Nc1ccccc1Cl	15.8	4.3	3.9	-4.4	2.2	-8.4
Cc1c(Cl)cccc1NC(=O)CC1C(=O)Nc2ccccc2S1(=O)=O (centres undefined)	-32.2	-32.3	-25.4	-16.6	-18.9	-26.2
CCCCCCCN(CCCCCCC)CC(O)c1c(OC)c2ccccc2c2ccccc12 (centres undefined)	34.4	24.9	96.2*	93.0*	94.8*	93.7*
COc1cc(CCCOC2OC(COC3OCC(O)C(O)C3O)C(O)C(O)C2O)cc2cc(-c3ccc4c(c3)OCO4)oc12 (centres undefined)	-16.2	-33.4	-6.2	37.0	8.2	25.3
Oc1ccc(-c2csc(Nc3ccccn3)n2)cc1O	99.0*	97.7*	99.0*	97.2*	98.4*	98.8*
C=C1C(=O)O[C@H]2[C@H](OC(C)=O)[C@@H](C)CCC/C(C)=C/CC[C@@]3(C)O[C@@H]3C[C@@H]12	94.2*	93.0*	92.8*	91.1*	91.9*	92.3*
CCOC(=O)c1ccc(NC(=O)Oc2cc(C)c(Cl)c(C)c2)cc1	-3.4	14.9	2.6	6.3	7.8	-3.6
Cc1nc2c(=S)nc[nH]c2n1Nc1ccccc1	-12.7	-11.1	-3.1	-3.0	3.4	-30.3
CCCCCCCCCCCCCCCC[N+](C)(C)CCN	50.8	49.2	58.4	73.4*	98.9*	59.7
COc1ccc([N+](=O)[O-])cc1N=NN(C)C	-11.7	-5.8	-10.8	-6.3	-1.9	-8.4
COc1ccc(Cl)c2c(=O)c3ccccc3[nH]c12	7.7	-12.3	2.5	-35.1	-3.5	12.8
COc1ccc(NC(=O)CSC(N)=O)cc1	23.2	53.0	64.1	21.9	49.1	51.6
CCOC(=O)C(CC(C)C)NC(=O)c1ccc(C)c(OCc2ccccc2)c1[N+](=O)[O-] (centres undefined)	-8.8	11.6	37.9	0.6	17.9	-3.9
CCOc1ccccc1N1C(=O)CC(Sc2ccccc2N)C1=O (centres undefined)	-12.4	11.4	14.4	-13.9	0.8	16.5
O=C(CCN1CCCCC1)c1ccc([N+](=O)[O-])cc1	1.4	1.4	14.2	7.6	40.0	21.2
NC(Cc1ncccn1)C(=O)O (centres undefined)	8.8	-52.0	-17.1	0.8	-20.6	-10.2
NC(=S)NNc1ccccc1	-5.8	-2.6	-0.1	-6.7	0.2	-5.3
SMILES	mec2-1	bub3	sgs1 mgt1	yeast cln2 rad14	yeast rad50	mlh1 rad18
Cc1cccc2c1Oc1ccccc1C2N1C(=O)/C(=C/c2ccc(Cl)cc2)SC1=S (centres undefined)	19.1	-3.9	65.0	26.2	41.5	37.2
CCOC(=O)COc1ccc(OC)c2c1C(=O)CCC2	16.7	10.0	6.2	29.2	21.1	15.0
O=C(O)CC1CCCNC1 (centres undefined)	1.9	-16.0	-13.7	-18.6	-11.3	-16.3
N#Cc1nnc2cc(-c3ccccc3)nn2c1-c1ccco1	11.2	28.1	16.3	35.5	27.9	31.4
CCCCCCCCCCCCCCCCCCNC(=O)Nc1ccc([N+](=O)[O-])cc1Br	-6.2	35.9	-10.2	-50.2	-21.6	-0.3
COc1ccc(N2N=NCC2c2ccccc2[N+](=O)[O-])cc1 (centres undefined)	-11.9	13.6	14.2	-37.4	-10.6	20.4
CCCC(C)C/C(C)=C\C(C)(C)C1CC(=O)N(CC)C1=O (centres undefined)	80.7*	70.9*	72.7*	83.8*	20.3	60.9
O=C1OC(=O)c2ccccc21	-15.2	-2.2	-11.4	-24.8	5.2	0.1
Nc1nnc(-c2ccc(Br)cc2)o1	-16.9	-25.9	-14.2	-5.0	3.0	5.0
C=CN1C(=O)CCC1=O	3.8	19.1	-6.9	5.5	8.0	-1.0
Nc1nc2c(c(-c3ccccc3)n1)CN(CCC(=O)O)C2=O	-6.1	-9.8	-5.0	-52.4	-6.0	-35.1
C/C(C=C1C(=O)NC(=S)NC1=O)=C\c1ccccc1	-2.5	-8.5	8.3	-4.5	13.5	14.1
N/N=C1\C(Cl)=C(Cl)c2ccccc21	-6.3	3.0	10.2	-11.8	6.7	8.3
O=C(O)c1c[nH]c2cc(OCCOc3ccc(F)cc3)ccc2c1=O	13.5	6.0	-5.2	11.1	21.3	17.6
NC(=S)N/C=C\c1nc2ccccc2[nH]c1=O	-18.6	-12.1	-39.1	-21.8	-34.4	-15.4
C[n+]1cccc(/C=C/C(=O)Nc2ccccc2)c1	7.0	12.1	-24.1	6.0	5.8	19.4
CCOC(=O)C(C)NC(=O)OCc1ccccc1 (centres undefined)	-8.9	-7.2	-7.7	-15.5	-16.2	-9.5
CC(O)C(O)C(N)CC=O (centres undefined)	11.8	3.9	5.4	5.2	0.0	10.5
COC(=O)NN(C(=O)OC)C12CCCC1N(C(=O)OC)N(C(=O)OC)c1c2ccc2ccccc12 (centres undefined)	-1.6	1.9	0.6	-4.9	32.1	6.8
CC1CCCCC[N+]12CC[N+]1(CCCCCC1C)CC2 (centres undefined)	-7.2	-17.4	-6.0	-23.4	-13.0	0.4
O=C(OCN1C(=O)C2C3C=CC(C2C1=O)C1C2C(=O)N(COC(=O)C4CCCN4)C(=O)C2C31)C1CCCN1 (centres undefined)	-15.6	-42.8	-36.6	3.0	5.0	-10.1
N#C/C(=C/n1c(=S)[nH]c2ccccc21)C(N)=O	-38.6	-7.2	-19.2	-12.4	-30.3	-14.6
O=C(Nc1ccc2ccccc2c1)C1CC1	-13.3	-33.1	-9.2	-68.8	0.2	-6.7
CCC(CO)Nc1nc2cc(Br)ccc2c2ccc(Br)cc12 (centres undefined)	95.5*	91.9*	96.2*	93.8*	92.6*	95.8*
Nc1ccc2c(c1)C(=O)c1cc(Cl)cc(Cl)c1-2	-4.8	7.0	-0.5	-44.0	0.0	2.2
SMILES	mec2-1	bub3	sgs1 mgt1	yeast cln2 rad14	yeast rad50	mlh1 rad18
Cc1cc(C)c(C)c(C(=O)OC(C)C)c1C	-9.7	-3.9	3.4	15.4	2.7	-8.6
Cc1c(NC(=O)CSC(=S)N(C)C)c(=O)n(-c2ccccc2)n1C	-2.5	-35.8	-18.4	6.8	-1.1	-53.4
O=C(N/C(=C\c1ccc2c(c1)OCO2)c1nc2ccccc2[nH]1)c1ccccc1	-11.8	15.0	6.1	-31.6	24.6	-3.1
NC1=C(O)C(=O)C(c2ccccc2O)O1 (centres undefined)	-32.6	-18.6	-19.1	-21.6	-34.6	-10.9
Cc1ccc(N=Nc2c(O)c3ccccc3[nH]c2=O)c(S(=O)(=O)N(C)C)c1	-24.2	-27.2	-24.9	29.6	29.7	-17.5
CCCCCCOc1cc2c(cc1C(C)c1ccc(OC)cc1)OCO2 (centres undefined)	-11.6	-12.8	-6.5	-27.8	-8.8	-10.2
COc1cccc(C(=O)C(CCC#N)c2ccccc2)c1 (centres undefined)	18.5	42.8	31.4	20.9	24.8	9.8
Cc1ccccc1NC(=O)OCCCl	-7.0	9.4	-4.8	-2.5	-7.0	-4.6
Nc1nc2c(c(=O)[nH]1)CN(c1ccc(S(=O)(=O)O)cc1)CN2	12.6	2.8	1.9	-49.6	5.4	-8.5
CCCCCCCCCCCCCCCCC1(C)c2ccccc2N(C)C12C=Cc1cc([N+](=O)[O-])ccc1O2 (centres undefined)	6.5	2.5	27.5	22.8	34.6	16.4
CCCCCCC(=O)CC(SCCS)c1ccc(Cl)c(Cl)c1 (centres undefined)	16.2	-1.4	-4.3	5.8	4.7	6.3
Cn1c2ccccc2c2nnc(N/N=C/c3cccs3)nc21	-9.2	-10.6	-9.6	-32.2	-15.6	10.7
CC1=NN(c2cccc([N+](=O)[O-])c2)C(=O)C1	-25.0	16.8	10.7	-5.7	13.9	32.6
CC(=O)OCCOCNC(=S)N/N=C/c1ccccn1	26.0	12.6	-8.3	6.7	24.2	45.6
O=C1C=CC(=O)N1C1CCCCCCCCCCC1	86.0*	nt	nt	nt	83.5*	79.4*
O=C(Cc1ccccc1)NC(CSSCC(NC(=O)Cc1ccccc1)C(=O)O)C(=O)O (centres undefined)	10.8	3.2	36.6	-37.1	26.3	11.1
O=C1C(CCl)=CS(=O)(=O)c2ccccc21	99.3*	99.3*	99.2*	99.3*	99.1*	99.2*
CC(=O)OC1CC2Cc3ccccc3C3(O)COC213 (centres undefined)	45.4	59.0	76.7*	14.1	49.2	31.1
c1ccc(-n2nnnc2-c2nnnn2-c2ccccc2)cc1	-5.2	20.7	-1.5	-18.7	-7.3	-11.0
C/C=C/CNc1ccc(C)cc1	20.9	2.2	25.7	28.4	30.5	22.8
CC(C)(C)CC1=C(O)c2ccccc2C(=O)C1=O	4.8	15.3	22.4	8.2	25.2	29.0
CSc1ncnc2c1ncn2CCC(=O)OC(C)(C)C	-12.1	-18.3	-38.4	11.2	-45.4	-18.4
